From PubChem BioAssay
UBC13 polyUb – UBC13 polyubiquitin chain formation inhibitors, primary screen, biochemical, TR-FRET, uHTS; Ubiquitin-conjugating enzyme E2 N (Homo sapiens), P61088; inhibition, % at 20 µM; hit rate 0.47% among 330,000; in the data active = inhibition above about 45%, passing the limit was not always enough
Target sequence (P61088 whole entry, looked up): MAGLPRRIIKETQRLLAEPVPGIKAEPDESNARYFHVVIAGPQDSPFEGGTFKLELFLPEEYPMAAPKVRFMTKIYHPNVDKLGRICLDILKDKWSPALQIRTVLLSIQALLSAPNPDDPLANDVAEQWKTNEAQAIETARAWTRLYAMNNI
Gli-Sufu antag – Gli-Sufu pathway antagonists, primary screen, luciferase luminescence, Sufu-KO-LIGHT cells, uHTS; hit rate 0.74% among 340,000; AID 588413, 2011; inhibition, % at 5 µM; Sufu-KO-LIGHT fibroblasts, Gli luciferase reporter luminescence;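 active = inhibition above about 55%, limit read from the data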;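 note: 0% = DMSO-treated cells and 100% = wells with medium but no cells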
Apaf-1 inh – inhibitors of human Apaf-1 apoptosome, primary screen, biochemical, DEVD-Rh110 fluorescence, uHTS | Apoptotic protease-activating factor 1 (Homo sapiens), O14727 | reconstituted apoptosome caspase-3 activity | inhibition, % at 20 µM | hit rate 0.71% among 330,000 | AID 489030, 2010; active = inhibition of at least 40% at 20 µM;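 note: plate controls were DMSO wells for no effect and DEVD-CHO caspase inhibitor wells for full effect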
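detection = Rh110 fluorescence intensity | test system = biochemical Apaf-1 apoptosome reconstitution | also added = cytochrome c and DEVD-Rh110 substrate | schedule = 30 min plus 50 min, RT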
SENP8 inh – SENP8 protease inhibitors, primary screen, biochemical, luminescence; hit rate 1.2% among 330,000; Sentrin-specific protease 8 (Homo sapiens), Q96LD8; AID 2540, 2010; inhibition, % at 10 µM; purified SENP8, Z-RLRGG-aminoluciferin cleavage
Target sequence (Q96LD8 whole entry, looked up): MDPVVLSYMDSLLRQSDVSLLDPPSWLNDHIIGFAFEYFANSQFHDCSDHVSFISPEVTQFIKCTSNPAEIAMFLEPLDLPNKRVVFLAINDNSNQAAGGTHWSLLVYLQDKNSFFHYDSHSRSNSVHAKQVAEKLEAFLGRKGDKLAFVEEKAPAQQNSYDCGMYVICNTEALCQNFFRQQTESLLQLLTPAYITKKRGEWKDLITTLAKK
Jurkat NFkB inh – inhibitors of induced NF-kB luciferase reporter, primary screen, TCR NF-kB activation inhibitor project, cell-based, luminescence, uHTS | Jurkat, PMA/ionomycin-induced NF-kB luciferase reporter | inhibition, % at 4 µM | hit rate 0.53% among 330,000 | AID 435003, 2010
CCR6 antagonist – CCR6 receptor antagonists, primary screen, cell-based, CHO-K1, luminescence, beta-arrestin, uHTS; CHO-K1 CCR6 PathHunter beta-arrestin, CCL20-stimulated; inhibition, % at 20 µM; hit rate 0.49% among 340,000;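 active = compounds whose inhibition of the agonist-driven luminescence signal at 20 µM reaches about 50%, limit read from the data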;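 note: cells stimulated with CCL20 at 14 nM final; plate controls were DMSO with CCL20 for no effect and DMSO without agonist for full effect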
Target sequence (P51684 whole entry, looked up): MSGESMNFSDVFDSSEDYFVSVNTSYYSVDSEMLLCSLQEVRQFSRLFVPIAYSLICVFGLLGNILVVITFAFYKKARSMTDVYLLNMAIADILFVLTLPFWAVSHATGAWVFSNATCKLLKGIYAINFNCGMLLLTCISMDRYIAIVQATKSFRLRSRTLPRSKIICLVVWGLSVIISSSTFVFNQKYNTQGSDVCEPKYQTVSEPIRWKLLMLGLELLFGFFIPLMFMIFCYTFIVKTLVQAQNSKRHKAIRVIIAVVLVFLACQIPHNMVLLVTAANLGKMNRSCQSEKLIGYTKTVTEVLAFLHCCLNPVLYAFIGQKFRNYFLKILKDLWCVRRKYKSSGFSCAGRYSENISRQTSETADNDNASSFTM
697 NFkB inh – inhibitors of PMA/ionomycin-induced NF-kB reporter, 697 cells, primary screen, B-cell NF-kB inhibitor project, cell-based, luminescence, uHTS; 697 B-cell NF-kB luciferase reporter, 16 h; inhibition, % at 4 µM; hit rate 0.33% among 330,000; AID 435022, 2010; in the data active = inhibition above about 35%
EBI2 antag – EBI2 receptor antagonists, beta-arrestin recruitment, primary screen, cell-based, luminescence, 7a,25-OHC stimulation, uHTS; 7a,25-OHC stimulated; G-protein coupled receptor 183 (Homo sapiens), P32249; hit rate 0.81% among 360,000; inhibition, % at 5 µM; in the data active = inhibition above about 38%;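 note: enzyme fragment complementation signal reports receptor beta-arrestin coupling in cells; 0% = agonist plus DMSO wells and 100% = wells without agonist; some results beyond the cut were filed as inactive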
Target sequence (P32249 whole entry, looked up, the tested form may be a part): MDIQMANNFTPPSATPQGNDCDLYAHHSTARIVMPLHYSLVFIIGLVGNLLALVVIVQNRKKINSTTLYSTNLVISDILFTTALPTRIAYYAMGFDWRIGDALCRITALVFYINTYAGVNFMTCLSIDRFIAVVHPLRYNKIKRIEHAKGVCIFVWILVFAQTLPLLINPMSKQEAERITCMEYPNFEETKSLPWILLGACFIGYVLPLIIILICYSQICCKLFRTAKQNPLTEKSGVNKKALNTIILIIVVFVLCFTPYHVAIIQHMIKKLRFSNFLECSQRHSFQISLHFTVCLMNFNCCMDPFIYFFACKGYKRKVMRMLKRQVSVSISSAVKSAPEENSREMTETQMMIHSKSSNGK
Active calls of the source: *; · = not tested or not shown. Cut-off read from the data, not from the text of the source, unless noted: active = inhibition above about 50%; inactive = the rest.

Sample of the layout:
SMILES	UBC13 polyUb	Gli-Sufu antag	Apaf-1 inh	SENP8 inh	Jurkat NFkB inh	CCR6 antagonist	697 NFkB inh	EBI2 antag
Cc1ccc(C(=O)NNC(=O)CNc2cccc(Cl)c2)cc1	-1	1	7	-9	2	-3	11	-3
COc1ccc(C)cc1NC(=O)c1[nH]c(C)c(C(C)=O)c1C	5	20	-2	2	7	5	17	4
O=C(O)c1ccc(CSc2ncnc3c2cnn3Cc2ccccc2)cc1	0	8	-12	1	-5	0	-7	9
COc1ccc2nc(C)cc(SCC(=O)N/N=C/c3ccc(O)cc3O)c2c1	17	-10	2	-5	25	-16	1	7
COc1ccc(-n2cc(C(=O)c3cc(Cl)ccc3O)cc(C#N)c2=O)cc1	-3	2	6	-4	-6	-7	5	-7

All compounds of this part (from the top)
SMILES	UBC13 polyUb	Gli-Sufu antag	Apaf-1 inh	SENP8 inh	Jurkat NFkB inh	CCR6 antagonist	697 NFkB inh	EBI2 antag
Cc1ccc(C(=O)NNC(=O)CNc2cccc(Cl)c2)cc1	-1	1	7	-9	2	-3	11	-3
COc1ccc(C)cc1NC(=O)c1[nH]c(C)c(C(C)=O)c1C	5	20	-2	2	7	5	17	4
O=C(O)c1ccc(CSc2ncnc3c2cnn3Cc2ccccc2)cc1	0	8	-12	1	-5	0	-7	9
COc1ccc2nc(C)cc(SCC(=O)N/N=C/c3ccc(O)cc3O)c2c1	17	-10	2	-5	25	-16	1	7
COc1ccc(-n2cc(C(=O)c3cc(Cl)ccc3O)cc(C#N)c2=O)cc1	-3	2	6	-4	-6	-7	5	-7
CCc1cc2c(SCC(=O)NCC3CCCO3)ncnc2s1 (stereo not given)	6	2	-6	3	11	3	16	-4
O=C(CN1CCCN(S(=O)(=O)c2ccc(F)cc2)CC1)Nc1c(Cl)cccc1Cl	-1	3	13	-5	-3	4	7	-10
Cc1cccc(NC(=O)c2cccc(NC(=O)c3ccccc3)c2)n1	8	5	-14	4	7	13	-4	12
CC(C)CCNC(=O)C1CC(c2ccc(C(F)(F)F)cc2)=NO1 (stereo not given)	-12	0	21	3	-1	1	7	-1
COc1cc(C(=O)NCc2cc(C)nc3ccccc23)cc(OC)c1OC	9	38	-3	2	2	12	30	0
CC(=O)Nc1cccc(OCC(=O)Nc2sccc2C(N)=O)c1	17	-32	-31	48	-35	12	5	18
CCN(CC)CCCNC(=O)Cn1cnc2ccc(S(=O)(=O)N3CCC(C)CC3)cc2c1=O	5	35	3	-2	-4	-6	6	-6
COc1cc(NC(=O)Cc2nn(C)c(=O)c3ccccc23)cc(OC)c1OC	-1	9	3	0	14	0	3	-1
O=C(Cn1cncn1)NCc1cccc(C(F)(F)F)c1	0	-3	2	-3	-3	3	-3	-4
NNC(=O)CNc1cccc(Cl)c1	0	-2	-6	-3	2	8	0	-4
COc1ccc(N2CC(C(=O)NC3CCSC3=O)CC2=O)cc1 (stereo not given)	6	-13	1	-4	9	8	12	2
CCC(CC)C(=O)Nc1nnc(S(=O)(=O)N2CCCCCC2)s1	2	4	7	1	-8	6	4	-5
COC(=O)c1cccc(S(=O)(=O)N2CCC(n3nnc4cc(F)ccc43)CC2)c1	-1	-6	13	-4	-14	9	-8	-5
Clc1cncc(Cl)c1N/N=C/c1ccncc1	-7	3	-8	2	35	-7	24	5
O=C(CNC(=O)C1CCCCC1)OCC(=O)c1ccc(Br)cc1	-10	0	-7	10	6	7	-7	-3
CC1(C)CC(=O)CC(=O)/C1=N\Nc1c(Cl)cc(Cl)cc1Cl	-7	-3	-1	-2	8	36	14	4
CC(C)c1ccc(C2CC(c3ccc(Br)cc3)=NN2C(N)=S)cc1 (stereo not given)	-4	-54	11	-10	-18	25	-60	72*
Cc1nnc(NC(=O)CSc2nnc(Cc3cccn3C)n2-c2cccc(C(F)(F)F)c2)s1	-12	0	11	-7	-12	2	-17	-3
CCC(=O)N/N=C(\C)CC(=O)Nc1ccc2c(c1)OCCO2	-6	0	-8	-5	-7	-10	-6	6
CC(=O)c1ccc(N2CCN(CC(=O)N(C3CC3)C3CCS(=O)(=O)C3)CC2)c(F)c1 (stereo not given)	-5	-11	-4	-3	11	1	10	-3
The listing continues:
SMILES	UBC13 polyUb	Gli-Sufu antag	Apaf-1 inh	SENP8 inh	Jurkat NFkB inh	CCR6 antagonist	697 NFkB inh	EBI2 antag
CCc1ccc(C)[n+](CC(=O)c2cccs2)c1	1	·	0	2	-7	5	6	-2
Cc1cc(=O)oc2cc(NC(=S)NCc3ccccn3)ccc12	18	-16	8	-8	4	-5	-5	1
CSc1ccc(CCNC(=O)Cn2ncc3c([nH]c4ccccc43)c2=O)cc1	-12	-12	5	-1	8	0	0	-15
CC(C)(C)NC(=O)Cn1nnc(-c2cccs2)n1	-2	-21	-3	0	-29	-4	-27	3
O=C(Nc1ccccc1)N1CCCN(c2c(Cl)cncc2Cl)CC1	8	6	-25	-5	-6	9	3	0
CCCCC(=O)Nc1cccc(C(C)O)c1 (stereo not given)	-5	·	-1	3	-9	·	12	·
O=C1N/C(=C/c2cccs2)C(=O)N1Cc1ccc(F)cc1	-20	-1	18	-10	-8	-6	16	-3
CN1OCC(S(=O)(=O)c2ccccc2)C1c1ccccc1 (stereo not given)	0	4	-5	6	4	10	15	-8
CN(Cc1ccccc1)S(=O)(=O)c1ccc(Cl)c(C(=O)NCc2cccnc2)c1	-2	-8	3	-8	11	9	-23	-6
CC1=CC2=NC(=O)/C(=C\c3cccn3CCOc3cccc(C)c3)C(=N)N2O1	3	1	17	5	9	30	3	3
Cc1cc(=O)[nH]c(N/N=C/c2ccc(OC(=O)c3cccnc3)cc2)n1	14	6	-18	-5	-11	6	-15	10
O=C(NCc1ccco1)c1cc(S(=O)(=O)N2CCCCC2)ccc1Cl	3	0	-16	12	3	12	24	-1
COc1ccc(N2CCN(c3c(S(=O)(=O)c4ccccc4)cnc4ccc(OC)cc34)CC2)cc1	-2	27	8	-2	12	16	-8	30
Cc1ccc(NC(=S)N2CCC(c3ccc(C)cc3)C2)cc1 (stereo not given)	1	-19	0	4	-21	-4	-18	17
CC(=O)N1CCN(c2nc(-c3cccs3)nc3ccccc23)CC1	-18	-9	5	-7	-26	13	13	12
CC(C)c1ccc(NC2CCCN(C(=O)CCN3CCOCC3)C2)cc1 (stereo not given)	-9	1	3	10	-1	0	-27	0
CCOC(=O)c1c(C)oc2cc(Br)c(OC(=O)N3CCOCC3)cc12	-5	-4	9	-6	-10	-2	-6	7
CCOC(=O)/C(=N\Nc1ccc(OC)cc1)c1csc(Nc2ccccc2)n1	-11	-1	10	-3	-12	0	-10	12
CCO/C=C1\C(=O)N(CC)c2ccccc21	12	3	5	0	-4	-6	-6	-15
OCCCn1c(C2CCCN2c2nc(-c3ccc(F)cc3)cs2)nc2cc(Cl)c(Cl)cc21 (stereo not given)	0	14	12	-5	8	3	9	5
O=C1C=C(c2ccc3[nH]ccc3c2)C[C@@H](c2ccc(F)cc2)C1	5	15	20	3	15	13	14	52*
CCCCNC(=O)N(O)C1N(/N=C/c2ccccc2OC)C(=S)SC1(C)C (stereo not given)	-7	3	4	2	-5	8	18	-7
C[C@H](Nc1ccc(C(F)(F)F)cc1[N+](=O)[O-])C(=O)O	-6	0	8	-12	-9	15	17	-9
N#CCCN(C(=O)CSc1nc2ccccc2c(=O)[nH]1)c1ccc(F)cc1	8	6	-5	-11	1	3	12	7
Cc1ccc(P(C)(=O)c2ccc(C)cc2)cc1	-6	2	-4	-1	14	9	19	4

Some of these compounds in order of formula weight, lowest first:
SMILES	UBC13 polyUb	Gli-Sufu antag	Apaf-1 inh	SENP8 inh	Jurkat NFkB inh	CCR6 antagonist	697 NFkB inh	EBI2 antag
CN1OCC(S(=O)(=O)c2ccccc2)C1c1ccccc1 (stereo not given)	0	4	-5	6	4	10	15	-8
Cc1cc(=O)[nH]c(N/N=C/c2ccc(OC(=O)c3cccnc3)cc2)n1	14	6	-18	-5	-11	6	-15	10
O=C(NCc1ccco1)c1cc(S(=O)(=O)N2CCCCC2)ccc1Cl	3	0	-16	12	3	12	24	-1

(list continues)
SMILES	UBC13 polyUb	Gli-Sufu antag	Apaf-1 inh	SENP8 inh	Jurkat NFkB inh	CCR6 antagonist	697 NFkB inh	EBI2 antag
COCCN(C(=O)CSc1nc2ccc(OC)cc2[nH]1)c1c(N)n(Cc2ccccc2)c(=O)[nH]c1=O	4	-7	7	2	-17	16	2	-3
Cc1ccc(NC(=S)/C(=C(\[O-])c2ccc(Cl)s2)[n+]2cccc(CO)c2)cc1C	-7	-6	4	5	-15	13	-8	3
CC(C)C(NC(=O)c1c(F)cccc1F)C(=O)NCc1ccncc1 (stereo not given)	0	-17	-6	-1	5	-3	-3	-6
CC1CCCN(c2nc3ccsc3c(=O)s2)C1 (stereo not given)	1	-47	15	4	-55	24	-76	0
Cc1cc2cc(CNC(=O)COc3ccccc3)ccc2n1C	2	2	-3	-1	-3	7	5	17
COc1ccc(-n2c(SCc3ccc([N+](=O)[O-])cc3)nnc2-c2ccc(C)cc2)cc1	-10	4	37	-15	-33	21	-2	8
O=C(CSc1nc(NS(=O)(=O)c2ccccc2)cc(=O)[nH]1)Nc1ccc(F)cc1	4	-4	10	-2	-13	8	-11	-7
Cc1ccc(N/N=C(/Sc2nnnn2-c2ccccc2)C(=O)c2ccccc2)cc1	-14	18	13	-7	9	28	3	12
CCOC(=O)C/C(N)=N/NC(=O)c1ccc(Cl)cc1Cl	2	-1	-1	10	5	6	11	-3
CCC(C)Sc1nc2c(c(=O)[nH]c(=O)n2C)n1CCc1ccccc1 (stereo not given)	3	8	18	-13	-7	18	-5	40
Cc1nc(NC(=O)/C=C/c2ccc(F)cc2)sc1C(=O)N(C)C	-4	-5	10	-1	-3	12	14	-7
CCC(C(=O)OCC(=O)Nc1ccc(C(=O)Nc2ccc(OC)cc2)cc1)c1ccccc1 (stereo not given)	4	-10	3	6	-41	-1	-11	18
O=C(NCC1CCCO1)C1CCN(S(=O)(=O)c2cccc3cccnc23)CC1 (stereo not given)	5	4	-8	1	3	13	10	-3
O=C(NCC(c1ccc(F)cc1)N1CCOCC1)c1ccc(Br)o1 (stereo not given)	-3	-14	-3	-2	2	0	0	-8
O=C1CCC(=O)N1CCCCCc1nc(-c2ccccc2)no1	-6	-28	0	6	-38	-4	-32	-11
CCOC(=O)c1sc(NC(=O)/C=C/c2cnn(C)c2C)c(C(=O)OCC)c1C	4	·	-2	0	-12	·	9	·
CN(Cc1ccccc1)S(=O)(=O)c1cccc2cccnc12	-6	-12	9	0	-14	12	-2	5
COCCNC(=S)N(CCc1c(C)[nH]c2ccc(F)cc12)Cc1cccnc1	12	-6	14	-3	-38	12	-11	7
COc1ccc(C2=NN(C(=O)CCC(=O)O)C(c3ccc([N+](=O)[O-])cc3)C2)cc1 (stereo not given)	-14	-7	4	-3	-10	5	-9	-9
COc1cc2ccccc2cc1C(=O)OCC(=O)N(C)c1c(N)n(Cc2ccccc2)c(=O)[nH]c1=O	17	1	1	11	4	16	11	-8
Cc1ccc2[nH]c(=O)c(C(c3nnnn3CCc3ccccc3)N3CCOCC3)cc2c1 (stereo not given)	1	1	10	-6	-5	13	17	1
CC(C)CC(=O)NC(=S)Nc1ccc(S(=O)(=O)N2CCCC2)cc1	2	-2	12	0	11	15	9	-5
CCOC(=O)C[n+]1c(C)sc2ccc(OC)cc21	-2	-6	-11	1	-4	10	3	5
Cc1ccc2[nH]c3nc(N/N=C/c4cccc(O)c4)nnc3c2c1	-27	-25	-5	-11	28	8	33	-7
CCOC(=O)Cc1nnc(NC(=O)CSc2nnc3c(n2)[nH]c2ccccc23)s1	-14	-8	2	-5	-1	2	-4	-4
CCO[C@@H]1OC(C(=O)Nc2ccccc2)=C[C@H](c2ccccc2)[C@H]1CCCO	8	-2	4	-6	5	11	3	-2
COc1ccc(OC)c(NC(=O)Cn2c(=O)n(CC3CCCO3)c(=O)c3cc(OC)c(OC)cc32)c1 (stereo not given)	-8	0	7	-3	-3	7	11	-9

This is a subset. The share of hits here may be higher or lower than overall.
